# Apaf1 inhib = inhibitors of human Apaf-1 apoptosome | inhibition, % at 20 µM | O14727 | 330,000 compounds, 0.71% hits | reconstituted apoptosome caspase-3 activity, DEVD-Rh110 fluorescence; active means inhibition of at least 40% at 20 µM;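 further: plate controls were DMSO wells for no effect and DEVD-CHO caspase inhibitor wells for full effect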
#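 Assay system – apoptosome proteins · Medium – Hepes buffer, pH 7.5 · Also added – cytochrome c with DEVD-Rh110 · Timing – 30 min compound preincubation, 50 min activation, room temperature · Detection – Rh110 fluorescence, excitation 480 nm, emission 540 nm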
# SENP7 block = SENP7 protease inhibition | AID 434973 | inhibition, % at 5 µM | Q9BQF6 | 330,000 compounds, 1.5% hits | recombinant SENP7, Z-RLRGG-aminoluciferin luminescence, 40 min;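 active means inhibition above about 50% at the single test dose, limit read from the data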;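 further: plate controls were DMSO with enzyme for no effect and no enzyme buffer wells for full effect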
# SENP8 block-1 = blocks the human protease SENP8. Q96LD8. purified SENP8, Z-RLRGG-aminoluciferin cleavage, luminescence. inhibition, % at 10 µM. 330,000 compounds, 1.2% hits. AID 2540; in the data active means inhibition above about 50%
# Target sequence (Q96LD8 whole entry, looked up): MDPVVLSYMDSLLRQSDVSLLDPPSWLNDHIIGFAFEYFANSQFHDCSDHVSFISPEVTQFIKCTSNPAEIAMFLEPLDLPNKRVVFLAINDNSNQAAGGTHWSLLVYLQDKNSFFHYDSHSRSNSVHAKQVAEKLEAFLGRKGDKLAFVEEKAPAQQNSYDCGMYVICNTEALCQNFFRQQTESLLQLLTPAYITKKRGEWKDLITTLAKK
# SENP1 FRET inh = blocks the human SENP1 SUMO protease catalytic domain. Q9P0U3. recombinant SENP1 catalytic domain, CyPet-SUMO1-YPet FRET cleavage. inhibition, % at 10 µM. 360,000 compounds, 0.21% hits. AID 624204;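 active means inhibition at least 30% at 10 µM, raw YFP signal under a set limit, fluorescence ratio 0.5 to 1.5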;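 further: 0% = enzyme with DMSO and 100% = no enzyme wells; some results filed as inactive read as strong as hits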
# Target sequence (Q9P0U3 419-644 limits assumed): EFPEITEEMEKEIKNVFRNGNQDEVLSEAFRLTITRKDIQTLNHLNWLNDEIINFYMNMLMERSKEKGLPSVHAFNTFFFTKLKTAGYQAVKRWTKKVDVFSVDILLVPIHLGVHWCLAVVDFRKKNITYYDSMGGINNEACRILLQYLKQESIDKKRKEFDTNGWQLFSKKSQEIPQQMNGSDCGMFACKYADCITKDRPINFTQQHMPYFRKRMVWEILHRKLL
#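 Compound: 10 µM single point, 0.5% DMSO; Test system: hSENP1 catalytic domain, recombinant; Timing: 50 min reaction at room temperature; Technique: FRET, CFP and YFP emission; Control set: no-enzyme wells low, DMSO-plus-enzyme wells high control.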
# SENP8 block-2 = blocks human SENP8 cleavage of Nedd8 substrate; recombinant SENP8, Nedd8 substrate fluorescence; inhibition, % at 20 µM; 360,000 compounds, 0.64% hits; AID 602440; in the data active means inhibition mostly above about 40%, no sharp cut-off; inactive means mostly below about 27%
# HKDC1 inhibitor = HKDC1 (human) hexokinase inhibition; recombinant HKDC1, G6PDH/diaphorase resazurin coupled fluorescence; inhibition, % at 20 µM; 340,000 compounds, 0.16% hits;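 active means inhibition above about 35% when tested at 20 µM, limit read from the data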;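 further: plate controls were DMSO wells with enzyme for no effect and DMSO wells lacking enzyme for full effect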
#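 Material – in-house recombinant HK5 (HKDC1) enzyme · Quantity – HKDC1 at 5 µg/mL · Buffer or medium – pH 8.0 Tris buffer with 10 mM MgCl2 · Reagent – glucose with 1 mM ATP · Dosing – single 20 µM dose · Times – reaction time 90 min, room temperature, protected from light · Technique – resorufin fluorescence at 613 nm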
# SENP6 block = inhibitors of human SENP6 protease; 330,000 compounds, 1.8% hits; Recombinant SENP6 catalytic domain, aminoluciferin luminescence; inhibition, % at 10 µM; Q9GZR1;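 active means inhibition above about 50% at the single tested dose, limit read from the data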;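 further: plate controls were DMSO wells with enzyme for no effect and DMSO wells lacking enzyme for full effect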
# Target sequence (Q9GZR1 628-1112 limits assumed): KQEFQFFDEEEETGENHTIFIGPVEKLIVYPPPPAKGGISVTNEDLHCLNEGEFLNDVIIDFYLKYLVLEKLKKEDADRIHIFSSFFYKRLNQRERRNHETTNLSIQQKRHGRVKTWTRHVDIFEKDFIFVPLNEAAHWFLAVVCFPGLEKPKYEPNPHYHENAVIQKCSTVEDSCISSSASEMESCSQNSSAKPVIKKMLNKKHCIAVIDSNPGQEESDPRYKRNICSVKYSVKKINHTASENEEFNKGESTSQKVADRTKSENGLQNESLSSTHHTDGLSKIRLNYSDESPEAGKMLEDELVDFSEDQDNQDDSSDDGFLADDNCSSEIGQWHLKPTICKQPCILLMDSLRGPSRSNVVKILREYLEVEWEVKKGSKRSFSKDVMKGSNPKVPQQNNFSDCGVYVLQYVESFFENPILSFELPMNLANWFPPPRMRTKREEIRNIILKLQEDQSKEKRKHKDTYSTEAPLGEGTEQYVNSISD
# PfG6PD inh = PfG6PD (Plasmodium falciparum) enzyme inhibition; PfGluPho enzyme, NADPH resazurin-diaphorase fluorescence; inhibition, % at 20 µM; 350,000 compounds, 0.78% hits; AID 504690;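 active means inhibition reaching at least a set limit at 20 µM in the primary screen, cut at about 59% in these data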;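 further: 0% = DMSO wells with substrate and 100% = DMSO wells lacking glucose-6-phosphate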
# Active calls of the source: *; nt = no result given.
SMILES,Apaf1 inhib,SENP7 block,SENP8 block-1,SENP1 FRET inh,SENP8 block-2,HKDC1 inhibitor,SENP6 block,PfG6PD inh
O=C(O)CCS(=O)(=O)Cc1ccccc1F,-4,1,0,-2,13,10,-12,-14
CSc1nc(/C=C2\C=Nc3ccccc32)c(O)n1C,-4,52*,54*,-127,-5,3,73*,45
CC(NC(=O)CNC(=S)N(Cc1cccs1)C1CCCC1)c1ccccc1 (stereo not drawn),19,-2,-3,2,2,-5,7,6
CSCCC(NC(=O)c1ccco1)C(=O)NCC(c1ccccc1)N(C)C (stereo not drawn),38,-1,1,0,4,-1,-13,13
Cc1cc(F)ccc1S(=O)(=O)N1CCCOC1CNC(=O)C(=O)NCc1ccncc1 (stereo not drawn),4,-8,1,1,9,-6,2,-10
CC(C)Nc1nc(-c2cccnc2)nc(-c2ccc(Cl)cc2)c1C#N,10,-2,7,0,-295,-4,0,-8
CCOC(=O)c1cnc2c(c(C)nn2C)c1Oc1cc(Cl)cc(Cl)c1,4,3,7,-1,-107,0,-9,-5
CCS(=O)(=O)Nc1cccc(-c2nc3cccnc3s2)c1,-14,9,-7,-1,-92,-2,-18,-15
Cc1ccc2nc(SCC(=O)NCC3CCCO3)c(C#N)cc2c1 (stereo not drawn),-1,1,-5,-19,-27,-7,-2,8
Cn1c2c(c3ccccc31)CC/C2=N\O,-2,-4,-2,2,6,7,-4,17
Cc1cccc(-n2c(Cc3cc(=O)[nH]c(=O)[nH]3)nnc2SCC(=O)NCC2CCCO2)c1 (stereo not drawn),-9,2,1,9,11,-6,3,-5
COc1ccccc1OCC(=O)NN=C(Cc1ccccc1)Cc1ccccc1,14,1,5,4,6,-7,14,-2
Cc1ccc(CN(CC(=O)N/N=C/c2ccccc2[N+](=O)[O-])S(=O)(=O)c2ccc(C)cc2)cc1,19,-9,-1,4,18,5,-10,31
O=C(Nc1cccnc1)c1ccc(COc2ccccc2Br)cc1,17,-7,-6,2,10,2,-22,9
COC(=O)c1ccc(C)c(NC(=O)Cn2cnc3ccccc3c2=O)c1,-26,0,4,1,8,-15,-6,-5
Cc1ccc(NC2=NC(c3ccc(F)cc3)n3c(nc(C)cc3=O)N2)cc1 (stereo not drawn),-8,3,0,3,-78,0,-17,-1
O=C(CSc1nnc(C2CC2)n1Cc1ccccc1)N1CCNC1=O,6,6,5,1,9,-6,-8,-3
FC(F)(F)c1ccc(/C=N/n2c(C3CCCCC3)n[nH]c2=S)cc1,39,2,3,-1,10,4,-11,4
Cc1ccc(OCC(=O)Oc2ccc(C(C)C)cc2)cc1,-7,1,11,6,10,-8,-8,-4
O=C(CCc1ccccc1)NC(=S)Nc1ccccc1Br,14,7,3,0,8,4,-21,19
CCN(CC)c1ccc(C2=NNC(=O)CC2C)cc1[N+](=O)[O-] (stereo not drawn),-8,-6,-7,2,29,-9,-11,2
CCc1c(C)sc(NC(=O)c2cc(-c3cc(OC)ccc3OC)on2)c1C#N,-16,2,2,-10,-308,8,4,-16
O=C(/C=C/c1ccccc1[N+](=O)[O-])OC1CCCCC1=O (stereo not drawn),-7,5,-10,-1,-1,-7,-11,25
COc1ccnc(Oc2ccc(F)cc2)c1C(=O)N/C=N/OCc1ccc(F)cc1,2,8,6,0,8,-9,-17,0
S=C(Cc1cccnc1)N1CCOCC1,-4,4,-3,-2,23,-9,1,43

# One compound at a time, as listed above. Order of values: Apaf1 inhib	SENP7 block	SENP8 block-1	SENP1 FRET inh	SENP8 block-2	HKDC1 inhibitor	SENP6 block	PfG6PD inh
# CCc1c(C)sc(NC(=O)c2cc(-c3cc(OC)ccc3OC)on2)c1C#N reads -16	2	2	-10	-308	8	4	-16
# Cc1ccc(OCC(=O)Oc2ccc(C(C)C)cc2)cc1 reads -7	1	11	6	10	-8	-8	-4

# Remaining list, next part.
SMILES,Apaf1 inhib,SENP7 block,SENP8 block-1,SENP1 FRET inh,SENP8 block-2,HKDC1 inhibitor,SENP6 block,PfG6PD inh
C[C@@H](C(=O)O)[C@@H]1C[C@@]1(C)[C@@H](NC(=O)OCc1ccccc1)c1ccccc1,1,3,-8,-2,21,-3,-11,-8
Cc1ccc(S(=O)(=O)N2CCN(CC(=O)N/N=C\C(Cl)=C\c3ccccc3)CC2)cc1,12,4,-6,1,12,-7,-13,5
O=C(Nc1ccccc1OCc1ccccc1)c1ccccc1Br,11,-12,-14,2,12,2,-20,-7
CCCC(C)c1nnc(NC(=O)C2CC(=O)N(CCc3ccc(F)cc3)C2)s1 (stereo not drawn),15,-5,4,2,13,-5,-1,55
COCCNC(=O)c1c[nH]c2ccc(OC)cc2c1=O,-3,0,-4,-2,-10,-2,-2,-4
CCOc1ccc(C(=O)NCC(=O)N2CCCCCCC2)cc1,-8,-3,13,5,19,1,6,2
CCOc1ccc2c(c1)sc(N)[n+]2Cc1cc(C)cc2cccnc12,2,5,-15,-2,23,-18,-17,-7
COc1cc(C(=S)N2CCOCC2)cc(OC)c1OC(=O)c1cc([N+](=O)[O-])cc([N+](=O)[O-])c1,3,-6,-1,0,41*,-4,-1,15
COc1cc(O)c(C(C)=O)c(CC(=O)O)c1,-8,-5,-3,-10,4,-2,-5,-3
Cc1ccc(F)cc1NC(=O)N1c2ccccc2NC(=O)CC1C (stereo not drawn),1,4,-6,-1,3,-8,1,-13
S=C(NCCc1ccccc1)Nc1ccccc1,6,-7,-4,0,27,-2,0,9
O=C(N/N=C1/CCc2ccccc21)C1CC1,-26,-2,7,2,6,-5,10,4
COC(=O)C/C(N)=C(\C#N)C(=O)OC,-8,7,3,-11,17,-6,-1,2
CSc1nc2nc(-c3ccccc3)cc(C(F)(F)F)n2n1,-9,4,8,2,-419,-6,-17,11
O=C(CCCCn1c(=O)[nH]c2ccccc2c1=O)N1CCN(c2ncccn2)CC1,-2,-1,-2,1,-6,-3,-1,11
CCOc1ccc(S(=O)(=O)Nc2cccc(C(=O)N3CCN(c4cccc(OC)c4)CC3)c2)cc1,25,1,-3,16,-2,3,-7,-4
CN(C)c1ccc(C(CC(=O)O)NC(=O)c2ccc(Cl)cc2)cc1 (stereo not drawn),0,2,-4,2,11,6,4,-15
CCCCCN(C(=O)CCC(=O)OCC(=O)N1CCCCC1)c1c(N)n(CCCC)c(=O)[nH]c1=O,-5,4,7,-2,7,-6,10,-2
O=C(c1cc(COc2ccc(F)cc2Cl)on1)N1CCCC(c2ccccc2)C1 (stereo not drawn),21,8,-5,2,-4,-2,2,-12
O=C(Nc1ccccc1)c1ccccc1CC[N+](=O)[O-],-5,11,0,1,23,-4,6,2
COC(=O)c1ccc(C2/C(=C(/O)c3ccc(OC)cc3)C(=O)C(=O)N2Cc2ccco2)cc1 (stereo not drawn),5,0,-10,0,-14,-7,-4,2
Cc1cc(C)c(S(=O)(=O)Nc2ccc(C(=O)O)cc2)cc1S(=O)(=O)Nc1ccc(C(=O)O)cc1,-2,-3,4,2,10,-4,-3,-8
Cc1ccc(N(CC(=O)NC(C)c2ccccc2)S(=O)(=O)c2c(C)n[nH]c2C)cc1 (stereo not drawn),12,-10,7,1,20,-6,4,-1
O=C(Nc1nc(-c2cccc(Br)c2)cs1)Oc1ccccc1,-10,6,-22,-2,-4,1,-30,-11
COC(=O)c1ccc(Cl)c(NC(=O)CSc2ncn[nH]2)c1,-5,3,2,1,13,-10,-8,-33

# An excerpt of these results, with bars between the fields.
mol | Apaf1 inhib | SENP7 block | SENP8 block-1 | SENP1 FRET inh | SENP8 block-2 | HKDC1 inhibitor | SENP6 block | PfG6PD inh
Cc1ccc(N(CC(=O)NC(C)c2ccccc2)S(=O)(=O)c2c(C)n[nH]c2C)cc1 (stereo not drawn) | 12 | -10 | 7 | 1 | 20 | -6 | 4 | -1
COc1cc(C(=S)N2CCOCC2)cc(OC)c1OC(=O)c1cc([N+](=O)[O-])cc([N+](=O)[O-])c1 | 3 | -6 | -1 | 0 | 41* | -4 | -1 | 15
CCOc1ccc2c(c1)sc(N)[n+]2Cc1cc(C)cc2cccnc12 | 2 | 5 | -15 | -2 | 23 | -18 | -17 | -7
CSc1nc2nc(-c3ccccc3)cc(C(F)(F)F)n2n1 | -9 | 4 | 8 | 2 | -419 | -6 | -17 | 11
CCOc1ccc(C(=O)NCC(=O)N2CCCCCCC2)cc1 | -8 | -3 | 13 | 5 | 19 | 1 | 6 | 2

# (listing goes on)
SMILES,Apaf1 inhib,SENP7 block,SENP8 block-1,SENP1 FRET inh,SENP8 block-2,HKDC1 inhibitor,SENP6 block,PfG6PD inh
COc1cccc(/C(O)=C2/C(=O)C(=O)N(Cc3cccnc3)C2c2ccco2)c1 (stereo not drawn),1,0,-4,-6,24,-1,-7,24
CCC1(C)COC(C)(CC(=O)NNC(=O)Nc2ccccc2)OC1 (stereo not drawn),-3,2,-5,0,5,-4,-1,16
Cc1sc2ncn(CC(=O)N3CCN(c4ccc(F)cc4)CC3)c(=O)c2c1S(=O)(=O)N1CCOCC1,6,-7,1,0,9,-5,-2,10
COc1ccccc1NC(=O)COC(=O)COc1cccc2c1OC(C)(C)C2,-2,1,6,1,21,-8,-2,-2
CCC1(CCC(C)C)SC(N)=NC1=O (stereo not drawn),nt,nt,nt,0,-4,5,nt,-20
CCOC(=O)c1cnn(-c2ccccc2)c1-n1cccc1C(=O)C(=O)N(CC)CC,1,2,1,3,-5,-1,1,3
O=P1(O)Cc2ccccc2-c2ccccc21,nt,nt,nt,0,4,-3,nt,0
CC1CCCN(C(=O)Cc2cccc3ccccc23)C1 (stereo not drawn),1,-1,-1,2,2,-4,2,-24
c1ccn2c(SCc3cn4ccsc4n3)nnc2c1,1,-4,-20,0,20,0,0,9
Cc1c(N/C(=N/S(=O)(=O)c2ccc(F)cc2)c2ccccc2)c(=O)n(-c2ccccc2)n1C,2,-4,-3,-2,1,3,-15,-8

# From PubChem BioAssay
